Compound activity: PubChem BioAssay, several laboratories
Avidin fluor = compound fluoresces at 488/530 nm on avidin beads | compound fluorescence 488/530 nm, flow cytometry; active compounds read high | fluorescence (KMESF) at 10 µM | 220,000 compounds, 0.38% hits | AID 1775; in the data active means fluorescence above about 47; further: inactives centre near 10
Mcl1-Bid inh = disrupts binding of human Mcl-1 to Bid peptide | Q07820 | 220,000 compounds, 0.97% hits | TR-FRET Mcl-1/Bid-Dy647 peptide binding, 1536-well | inhibition, % at 21.7 µM | AID 1021;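 active means compounds that cut the binding signal by more than half at the single screening dose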;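 further: His-tagged Mcl-1 with europium anti-His antibody binding Bid BH3 peptide; 0% = Mcl-1 plus peptide wells and 100% = peptide-only wells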
Target sequence (Q07820 whole entry, looked up): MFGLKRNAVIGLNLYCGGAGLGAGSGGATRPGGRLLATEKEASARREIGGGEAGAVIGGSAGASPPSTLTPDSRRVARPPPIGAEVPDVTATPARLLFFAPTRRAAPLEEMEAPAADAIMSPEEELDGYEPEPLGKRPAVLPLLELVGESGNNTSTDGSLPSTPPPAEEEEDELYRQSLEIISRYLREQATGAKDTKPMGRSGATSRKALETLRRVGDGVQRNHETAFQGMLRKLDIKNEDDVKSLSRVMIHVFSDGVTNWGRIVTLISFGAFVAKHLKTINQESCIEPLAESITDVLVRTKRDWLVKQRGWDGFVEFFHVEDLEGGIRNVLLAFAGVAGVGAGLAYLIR
Pf gametocyte = kills late stage P. falciparum gametocytes | P. falciparum stage V gametocytes, ATP luminescence, 24 h | AID 743093 | 150,000 compounds, 0.065% hits | inhibition, % at 10.9 µM;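 active means inhibition above the mean plus 3 SD of compounds within the control limits, set per campaign, cut at about 38% in these data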;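 further: 0% = DMSO wells and 100% = medium only without gametocytes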
Mcl1-Noxa inh = disrupts binding of human Mcl-1 to Noxa peptide; Q07820; 220,000 compounds, 1.5% hits; inhibition, % at 21.7 µM; TR-FRET Mcl-1/Noxa peptide binding, 2 h;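 active means compounds that cut the protein-peptide binding signal by more than 50% relative to plate controls in a single-dose test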;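 further: His-tagged Mcl-1 with rhodamine Noxa BH3 peptide and terbium anti-His antibody; 0% = Mcl-1 plus Noxa peptide wells and 100% = peptide-only wells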
Active calls of the source: *. This is a subset; rates above refer to the full screens.

SMILES | Avidin fluor | Mcl1-Bid inh | Pf gametocyte | Mcl1-Noxa inh
O=C(NCC1CCN(S(=O)(=O)c2ccccc2)CC1)Nc1ccc(F)cc1 | 6 | -18.2 | 28.7 | 1.7
CN1C(=S)SC(/[N+]([O-])=C\c2ccccc2F)C1(C)C (stereo unspecified) | 8 | -46.2 | -2.5 | -13.6
O=C(CCCc1ccccc1)Nc1ccc(S(=O)(=O)N2CCOCC2)cc1 | 6 | -4.3 | 8.2 | -2.7
O=S(=O)(Nc1nc2ccccc2nc1-[n+]1cccc(N=C([O-])c2ccc(Cl)cc2)c1)c1ccccc1 | 9 | -13.3 | 4.8 | -21.8
CN(C(=O)Nc1ccccc1)C1CCCCC1 | 10 | 0.5 | 5.4 | 7.0
CCOC(=O)C(=O)N(Nc1ccc(C)cc1)c1ccc(C)cc1 | 13 | 4.9 | 19.8 | 2.5
Cc1nc2nc(CC(=O)O)[nH]n2c(=O)c1[N+](=O)[O-] | 9 | -23.8 | -2.2 | 11.5
CCOC(=O)c1cnc2c(c(C3CC3)nn2C)c1N1CCOCC1 | 3 | -6.9 | 2.0 | -7.2
CN(NC1OC(=O)c2ccccc21)c1ncc(C(F)(F)F)cc1Cl (stereo unspecified) | 3 | -5.8 | 2.9 | 1.2
Cc1cc(C)nc(N/N=C/c2cccc([N+](=O)[O-])c2)n1 | 4 | -7.9 | -29.1 | 16.0
C/C(=N/NC(=O)c1cc(C)[nH]n1)c1ccco1 | 6 | -23.8 | -14.3 | -6.7
O=C(CN1C(=O)S/C(=C\C=C\c2ccccc2)C1=O)Nc1ccccc1C(=O)O | 10 | 25.3 | 0.4 | 13.8
CSc1nc2c(cc1C#N)CCC2 | 8 | -14.5 | -12.7 | 15.8
S=C1NCN(Cc2ccco2)CN1Cc1ccco1 | 7 | -23.2 | 12.8 | 8.2
CCCCN(C)Cc1cc(=O)oc2cc3c(cc12)CCCC3 | 7 | -5.7 | -8.3 | -8.0
O=C(CCC(=O)OCC(=O)c1ccc(C(F)(F)F)cc1)OCC(=O)c1ccc(C(F)(F)F)cc1 | 11 | -27.2 | -19.9 | 15.5
NS(=O)(=O)c1ccc(-c2ccc(/C=C3\SC(=S)N(C4CCS(=O)(=O)C4)C3=O)o2)cc1 (stereo unspecified) | 7 | 51.1* | -24.2 | 79.0*
Cc1c(N2C(=O)CSC2c2ccco2)c(=O)n(-c2ccccc2)n1C (stereo unspecified) | 6 | -51.4 | -2.7 | 15.6
C[C@H](NC(=O)Nc1cccc(Br)c1)C(=O)O | 8 | -3.8 | 1.6 | -0.1
Cc1[nH]c(C)c2c(=O)[nH]ncc12 | 8 | -24.7 | 16.8 | -13.0
O=C(CN1C(=O)C2CC=CCC2C1=O)Nc1ccc(S(=O)(=O)Nc2ncccn2)cc1 (stereo unspecified) | 8 | -34.7 | 15.7 | 0.7
Cc1nc(C)n(CC(=O)c2ccc(Cl)cc2Cl)n1 | 8 | -9.4 | -17.6 | -3.5
OC1(c2cccs2)CN(c2ccc(Br)cc2)C2=[N+]1CCCS2 (stereo unspecified) | 7 | 8.3 | 5.7 | 17.3
O=C1/C(=C/c2ccc(F)cc2)Oc2cc(OC(=O)N3CCOCC3)ccc21 | 3 | -0.8 | 4.2 | 4.8
Cc1nc(-c2noc(-c3ccccc3Cl)n2)c(C(F)(F)F)o1 | 5 | -3.5 | 0.0 | -5.7
Cc1ccc(Nc2nc(C)nc3c2oc2ccccc23)cc1 | 7 | 5.7 | 15.6 | 6.4
COc1cc2c(cc1OC)C(C)=NC1(CCCCC1)C2 | 9 | -2.5 | 10.7 | -11.1
CCC1=C(OC(=O)N(CC)CC)N2C(=O)OC(=NCC(=O)OC)[C@]2(Cc2ccccc2)[C@H]2C1=CC[C@H]1C(=O)NC(=O)[C@H]12 | 9 | -40.6 | 10.7 | 3.4
CCOC(=O)c1nnc2cc(C)nn2c1C | 7 | 3.9 | -4.1 | -1.8
CCN(CC)S(=O)(=O)c1cccc(-n2c(O)c(C=Nc3ccccc3C(=O)O)c3ccccc3c2=O)c1 | 7 | -1.7 | 1.7 | 18.0
Cc1ccc(Cn2cccc(NC(=O)CCC3CCCC3)c2=O)cc1 | 8 | -32.3 | 13.8 | -3.2
Cc1ccc2oc(=O)n(CC(=O)OCCC(C)C)c2c1 | 8 | -6.4 | 1.7 | -14.9
COc1cc(C=C2C(=O)c3ccccc3C2=O)ccc1O | 6 | -3.8 | -9.4 | 37.6
COC(=O)C1=C(Nc2cc(Cl)cc(Cl)c2)CSC1 | 7 | -23.2 | -31.4 | 6.3
O=C(CSc1ccccc1C(=O)O)NC12CC3CC(CC(C3)C1)C2 | 6 | -26.4 | 23.8 | 28.6
O=C(N/N=C1\NC(=O)C(CO)(CO)S1)c1ccccc1 | 8 | -1.8 | 13.7 | -3.1
COc1ccc(-c2cc(C(=O)NCc3cccs3)no2)cc1 | 8 | -11.5 | -0.8 | -6.9
CCN(CC)S(=O)(=O)c1cccc(C(=O)N/N=C2\CCCC(=O)C2)c1 | 2 | -36.1 | 11.7 | -1.1
CCC(CC)NC(=O)Nc1ccccc1C(F)(F)F | 10 | -19.8 | 14.9 | 13.4
CCOc1ccc(CC2c3cc(OCC)c(OCC)cc3CCN2C(=O)CN2CCN(C)CC2)cc1OCC (stereo unspecified) | 11 | 7.0 | 13.0 | 26.8
CN(C)CCCNc1ncnc2sc(-c3ccccc3)cc12 | 8 | -11.2 | 4.5 | 19.9
Cc1cc(-c2cccs2)c(C#N)c(=S)[nH]1 | 9 | -40.5 | 2.9 | -137.1
Cn1c(=O)c2c([nH]c(OCc3ccc(Cl)cc3Cl)[n+]2Cc2ccc(F)cc2)n(C)c1=O | 3 | 13.2 | 13.8 | -66.3
Cc1ccc2c(c1)sc(=NC(=O)C1CC1)n2C | 22 | -2.1 | 12.0 | 0.3
CCOC(=O)c1cncc(C#CCO)c1 | 3 | -14.5 | -0.4 | 19.5
CC(=O)c1c(C)[nH]c(C(=O)CN2C(=O)NC(CCc3ccccc3)C2=O)c1C (stereo unspecified) | 7 | -13.7 | -16.5 | -18.5
OCCC1CN(Cc2cccn2-c2nccs2)CCN1Cc1ccccc1 (stereo unspecified) | 6 | -8.5 | -6.9 | -7.2
COC(=O)/C=C1/SC(=NC(=O)c2ccc(F)cc2)NC1=O | 7 | -7.4 | 11.2 | 13.5

Shown as a hit in Mcl1-Bid inh, among the entries above:
Compound	Avidin fluor	Mcl1-Bid inh	Mcl1-Noxa inh
NS(=O)(=O)c1ccc(-c2ccc(/C=C3\SC(=S)N(C4CCS(=O)(=O)C4)C3=O)o2)cc1 (stereo unspecified)	7	51.1*	79.0*

Given comma-delimited: part of the list above
molecule,Avidin fluor,Mcl1-Bid inh,Pf gametocyte,Mcl1-Noxa inh
COc1cc(C=C2C(=O)c3ccccc3C2=O)ccc1O,6,-3.8,-9.4,37.6
COC(=O)C1=C(Nc2cc(Cl)cc(Cl)c2)CSC1,7,-23.2,-31.4,6.3
O=C(CSc1ccccc1C(=O)O)NC12CC3CC(CC(C3)C1)C2,6,-26.4,23.8,28.6
O=C(N/N=C1\NC(=O)C(CO)(CO)S1)c1ccccc1,8,-1.8,13.7,-3.1
COc1ccc(-c2cc(C(=O)NCc3cccs3)no2)cc1,8,-11.5,-0.8,-6.9
CCN(CC)S(=O)(=O)c1cccc(C(=O)N/N=C2\CCCC(=O)C2)c1,2,-36.1,11.7,-1.1
CCC(CC)NC(=O)Nc1ccccc1C(F)(F)F,10,-19.8,14.9,13.4
CCOc1ccc(CC2c3cc(OCC)c(OCC)cc3CCN2C(=O)CN2CCN(C)CC2)cc1OCC (stereo unspecified),11,7.0,13.0,26.8
CN(C)CCCNc1ncnc2sc(-c3ccccc3)cc12,8,-11.2,4.5,19.9
Cc1cc(-c2cccs2)c(C#N)c(=S)[nH]1,9,-40.5,2.9,-137.1
Cn1c(=O)c2c([nH]c(OCc3ccc(Cl)cc3Cl)[n+]2Cc2ccc(F)cc2)n(C)c1=O,3,13.2,13.8,-66.3
Cc1ccc2c(c1)sc(=NC(=O)C1CC1)n2C,22,-2.1,12.0,0.3
CCOC(=O)c1cncc(C#CCO)c1,3,-14.5,-0.4,19.5
CC(=O)c1c(C)[nH]c(C(=O)CN2C(=O)NC(CCc3ccccc3)C2=O)c1C (stereo unspecified),7,-13.7,-16.5,-18.5
OCCC1CN(Cc2cccn2-c2nccs2)CCN1Cc1ccccc1 (stereo unspecified),6,-8.5,-6.9,-7.2
COC(=O)/C=C1/SC(=NC(=O)c2ccc(F)cc2)NC1=O,7,-7.4,11.2,13.5
